Assay outcomes deposited in PubChem by Broad Institute.
RAD54 inh: inhibitors of human RAD54 branch migration, primary screen, biochemical, fluorescence, single point. RAD54 Holliday junction branch migration, FAM/BHQ fluorescence. DNA repair and recombination protein RAD54-like (Homo sapiens), Q92698. AID 602329, 2012. actives 0.14% (n = 360,000). inhibition, % at 10.4 µM;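 active = mean normalized replicate activity at least 40 and at least half of replicates scoring 40 or more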;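 note: 0% = median of neutral control wells and 100% = median of positive control wells; inhibitors cause a drop in the FAM fluorescence signal; in these data hits start at about 50%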
Target sequence (Q92698 whole entry, looked up): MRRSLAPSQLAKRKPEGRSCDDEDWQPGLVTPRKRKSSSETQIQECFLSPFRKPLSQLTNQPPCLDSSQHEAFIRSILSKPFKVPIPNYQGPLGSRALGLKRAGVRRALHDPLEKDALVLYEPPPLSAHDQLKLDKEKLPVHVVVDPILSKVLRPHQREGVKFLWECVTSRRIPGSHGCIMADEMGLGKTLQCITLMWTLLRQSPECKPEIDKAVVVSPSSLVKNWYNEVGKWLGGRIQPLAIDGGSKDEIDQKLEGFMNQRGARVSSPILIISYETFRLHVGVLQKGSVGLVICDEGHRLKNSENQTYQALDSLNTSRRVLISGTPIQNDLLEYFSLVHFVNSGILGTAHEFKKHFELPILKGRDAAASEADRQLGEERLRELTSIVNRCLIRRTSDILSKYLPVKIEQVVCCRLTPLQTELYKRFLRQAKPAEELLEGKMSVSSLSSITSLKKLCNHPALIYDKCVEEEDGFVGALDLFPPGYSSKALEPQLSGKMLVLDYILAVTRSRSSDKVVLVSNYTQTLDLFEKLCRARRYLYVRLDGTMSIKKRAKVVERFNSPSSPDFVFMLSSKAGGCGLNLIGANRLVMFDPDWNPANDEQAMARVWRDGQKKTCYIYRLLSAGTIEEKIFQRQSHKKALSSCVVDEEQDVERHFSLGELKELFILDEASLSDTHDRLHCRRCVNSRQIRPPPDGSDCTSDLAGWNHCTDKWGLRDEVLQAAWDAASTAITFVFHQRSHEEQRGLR
Starred values were filed as active, the others as inactive.

SMILES | RAD54 inh
CC(Nc1ccc(Cl)cc1)c1cc(Cl)ccc1O (configuration not stated) | -6
Clc1ccc(-c2nnc3cccc(Cl)n23)c(Cl)c1 | 7
O=C(COC(=O)c1ccc(S(=O)(=O)NCc2ccco2)cc1)NCC1CCCCC1 | 1
CCCS(=O)(=O)N1CCC(C(=O)NCC2CCCO2)CC1 (configuration not stated) | -8
c1ccc(C2C3=C(CCCC3)Nc3ncnn32)cc1 (configuration not stated) | -3
COc1ccc2nc(Nc3nc(C)c(C(C)=O)s3)sc2c1 | 1
O=C(O)CCCN1C(=O)/C(=C/c2ccc(-c3nc4ccccc4s3)o2)SC1=S | -25
CC(=O)N(c1ccccc1)c1c(F)c(F)c(F)c(F)c1F | -6
COc1ccc(CC(=O)OCC(=O)NC(=O)NC23CC4CC(CC(C4)C2)C3)cc1 | 0
N#C/C(=C\c1ccc(OCc2ccccc2)cc1)C(=O)Nc1nc2c(s1)CCN(Cc1ccccc1)C2 | -1
CCCNC(=O)NC1C(NC(=O)NCCC)N(C)C(=O)N1C (configuration not stated) | -6
CCCCN(C)Cc1c(C)[nH]c2ccc(C)cc2c1=O | 12
CN(C)S(=O)(=O)Oc1ccccc1C(=O)Nc1cccc(C(F)(F)F)c1 | -9
COc1ccc(-c2oc(NC(=O)CCl)c(C#N)c2-c2ccc(OC)cc2)cc1 | 5
CCN(Cc1ccccc1)C(c1ccc(Cl)cc1)c1nnnn1C(C)(C)C (configuration not stated) | 4
O=C(CSc1nnc(COc2cccc3ccccc23)o1)N1CCN(C(=O)c2ccco2)CC1 | 0
CCCCCn1c(CNC(=O)COC)nc2ccccc21 | 11
Cc1ccsc1-c1nc(-c2ccccc2)c(-c2ccccc2)[nH]1 | -3
CC(NC(=O)COc1ccc(/C=N/NC(=O)C(=O)Nc2ccccc2Br)cc1)c1ccccc1 (configuration not stated) | -2
CCOC(=O)CNC(=O)CSc1nnnn1-c1ccc(C)c(C)c1 | -3
C#CC(=O)N(c1cc(OC)ccc1OC)C(C(=O)NC1CCCC1)c1cccs1 (configuration not stated) | 7
CN(C)C(=S)c1ccc2ccccc2n1 | 8
CCOC(=O)CNC(=O)Nc1cc(C(C)(C)C)nn1-c1ccccc1 | -10
Cc1cccc(C)c1NC(=O)C1=C(O)c2ccccc2N(C)S1(=O)=O | -14
Cn1nnnc1SCC(=O)Nc1ccc(Br)cc1Cl | 3
O=C(CSc1nnc(-c2cccnc2)o1)Oc1ccccc1 | -8
COc1ccccc1NC(=O)CSc1nnc(-c2ccccn2)n1Cc1ccco1 | -1
COc1ccc(Cl)cc1NC(=O)C/C(C)=N/NC(=O)CC#N | -6
CCOC(=O)C1=NN(C(=O)Nc2ccc(OC)cc2)C2C(=O)N(c3cccc(C(F)(F)F)c3)C(=O)C12 (configuration not stated) | 3
CC(C)c1nc(C#N)c(NCCCn2ccnc2)o1 | 1
COc1ccccc1Oc1ccc2c(c1)C(=O)N(c1ccc(O)cc1)C2=O | -9
CCSc1nc2cc(C(=O)OC)ccc2c(=O)n1CC | 6
Nc1ccc2oc(=O)c3ccccc3c2c1 | 4
Cc1cccc(N(CC(=O)N2CCCC2)S(=O)(=O)c2ccccc2)c1C | 16
Cc1nnc(SCC(=O)Nc2ccc(Cl)cn2)n1Cc1ccccc1 | -5
COCC(=O)Nc1sc2c(c1C(=O)OC)C(C(=O)OC)CC2 (configuration not stated) | -1
CCCC(=O)NC(Nc1ccc(S(=O)(=O)Nc2cc(C)on2)cc1)(C(F)(F)F)C(F)(F)F | -4
C=CCc1cc(/C=N/NC(=O)CSc2nnc(CCCc3ccc(OC)cc3)o2)cc(OC)c1O | -1
CCOc1ccc2nc(NC(=O)Cn3cnc4c3c(=O)n(C)c(=O)n4C)sc2c1 | -11
O=C(OCC(=O)N1CCCCCC1)c1n[nH]c(=O)c2ccccc12 | -7

Random excerpt: 2 records from the list
SMILES | RAD54 inh
CCSc1nc2cc(C(=O)OC)ccc2c(=O)n1CC | 6
CCCC(=O)NC(Nc1ccc(S(=O)(=O)Nc2cc(C)on2)cc1)(C(F)(F)F)C(F)(F)F | -4

Following part:
SMILES | RAD54 inh
CC(=O)Nc1c(C#N)c(C(C)(C)C)cn1C | -10
COc1ccc(OC)c(NC(=O)C(CC(=O)O)NCc2ccco2)c1 (configuration not stated) | 3
CCC(C)(C(=O)NC1CCCCC1)N(CC1CCCO1)C(=O)c1ccccn1 (configuration not stated) | -12
CCOC(=O)c1[nH]c2ccc(F)cc2c1NC(=O)c1cc(OC)c(OC)c(OC)c1 | 6
Cc1cc(C(=O)COC(=O)Cn2c(C(F)(F)F)nc3ccccc32)c(C)n1Cc1ccco1 | -2
O=C(NCCC(=O)N1CCN(c2ncccn2)CC1)c1ccccc1 | -3
CCOC(=O)CSC1=C(C#N)C(c2ccc(C)cc2)C2=C(CCCC2=O)N1 (configuration not stated) | -5
c1coc(-c2nn3c(-c4ccco4)nnc3s2)c1 | -3
N#C/C(=C\c1ccc[nH]1)Sc1nc2ccccc2s1 | 7
COc1ccc(NC(=S)N2CCC(c3nc4ccccc4[nH]3)CC2)c(OC)c1 | -4
CC(=O)Nc1ccc(S(=O)(=O)NCCSCc2c(Cl)cccc2Cl)cc1 | 10
COc1cc2c(cc1OC)C(c1cccc([N+](=O)[O-])c1)N(C(=O)c1ccc(F)cc1)CC2 (configuration not stated) | -4
CC(C)CCN(C)c1ccc(/C=N/n2cnnc2)cc1 | -2
CCOC(=O)CCSc1nc(C)c2cc(C)c(C)cc2n1 | 2
CCOC(=O)Cc1nnc(NC(=O)COc2ccc(F)cc2)s1 | 23
CCOC(=O)NCCc1c(C)nc2c(c(C)nn2C(C)(C)C)c1C | 7
COc1cccc2cc(C(=O)C3=C(O)C(=O)N(Cc4ccco4)C3c3cccnc3)oc12 (configuration not stated) | -4
CCOc1ccccc1NS(=O)(=O)c1ccc(OC)c(OC)c1 | -11
CCOCCCNC(=O)C1CCC(=O)N1CCc1ccccc1 (configuration not stated) | 2
CN(C)S(=O)(=O)c1ccc(NC(=O)c2ccccn2)cc1 | -4
CC(C)(C)NC(=O)CSc1nccn1Cc1ccccc1 | -15
CC1(C)CC(=O)C2=C(C1)N(Cc1ccco1)C(=O)C2(NC(=O)C1CCCCC1)C(F)(F)F (configuration not stated) | 2
O=C(COC(=O)c1ccccc1NC(=O)c1ccco1)NCC1CCCCC1 | 9
Cc1ccc(C)c(NC(=S)NNC(=O)c2csc(C(C)C)c2)c1 | -9
O=C1C2C3C=CC(C2C(=O)N1C1CCCCC1)C1C(=O)N(C2CCCCC2)C(=O)C31 (configuration not stated) | -4
Cc1cc(NC(=O)Cn2cnc3c2c(=O)n(C)c(=O)n3C)n(-c2ccccc2)n1 | 14
CCCCc1c(C)nc(N)[nH]c1=O | -4
COc1cccc2cc(C(=O)N3CCCCC3C)c(=O)oc12 (configuration not stated) | 7
Cn1c(CN2CCCCC2)nc2cc(NC(=O)c3cccs3)ccc21 | 1
CC(C)n1c(SCC(=O)NCc2ccco2)nc2c1c(=O)n(C)c(=O)n2C | 7
C/C(=N\OC(=O)c1cccc(C)c1)c1sc(-c2ccccc2)nc1C | -9
O/N=C(\c1ccc2c(c1)OCCO2)C1CCCCC1 | -2
Cc1nn(Cc2ccc(C(=O)Nc3nccs3)cc2)c(C)c1Cl | -9
O=C(c1ccco1)N(Cc1nc2ccccc2c(=O)[nH]1)C1CCCC1 | 10
Cc1ccccc1CN(c1ccc(C(N)=O)cc1)S(C)(=O)=O | -1
C=CCn1c(C)cc(C(=O)CN2C(=O)c3ccccc3S2(=O)=O)c1C | -9
Cc1ccc(-c2nnc(-c3cccc(Br)c3)o2)cc1 | -4
O=C(NC(=S)Nc1ccc(Br)cn1)c1cncc(Br)c1 | -2
COc1ccc(-n2ncc3c(N4CCCCC4)ncnc32)cc1 | 5
COC(=O)NCC(c1cccnc1)N1CCN(c2ccccc2OC)CC1 (configuration not stated) | 10
O=C(CSC1=Nc2ccccc2C2=NC(Cc3c[nH]c4ccccc34)C(=O)N12)NC1CCCCC1 (configuration not stated) | 0
COc1ccc(Cl)cc1S(=O)(=O)n1nnc2ccccc21 | 3
O=C(CCCN1C(=O)c2cccnc2C1=O)N1CC(=O)N(CCc2ccccc2)C(=O)C1 | -12
CNC(=O)CCn1nc(-c2ccccc2)c2ccccc2c1=O | 0
Cc1cc2c(c(SCC(=O)NCCc3ccccc3)n1)C(=O)OC2 | 19
Cc1ccc(NC(=O)CN(C)C(=O)CSc2nncn2C)cc1 | 11
CCN1C(=O)[C@H]2[C@@H](c3ccc(C)cc3)N3C(=O)N(c4ccccc4)C(=O)[C@@]3(Cc3ccc(Cl)cc3)[C@H]2C1=O | 0
Cn1c(=S)n(/N=C/c2ccc3c(c2)OCO3)c2ccccc21 | 9
O=C(NNC1=NCCCCC1)c1ccccc1 | 4
O=C(CSc1nnc(COc2cccc3cccnc23)o1)N1CCc2ccccc21 | 10

As entered above.
COc1ccc(Cl)cc1S(=O)(=O)n1nnc2ccccc21 in RAD54 inh is listed with 3
Cc1ccc(NC(=O)CN(C)C(=O)CSc2nncn2C)cc1 in RAD54 inh is listed with 11
Cc1cc2c(c(SCC(=O)NCCc3ccccc3)n1)C(=O)OC2 in RAD54 inh is listed with 19
O=C(NNC1=NCCCCC1)c1ccccc1 in RAD54 inh is listed with 4

(further entries)
SMILES | RAD54 inh
Cc1cc(C)c(OCCCCNCc2ccccc2)c(Cl)c1 | 3
Cc1ccc(N2C(=O)CC(N(CCc3ccccc3)C(=S)Nc3ccc(N(C)C)cc3)C2=O)cc1 (configuration not stated) | 8
Cc1cccc(NC(=O)c2cc3c(n(-c4ccccc4)c2=O)CCCC3=O)n1 | -9
Cc1ccc(/C=C2/NC(=O)N(c3ccccc3)C2=O)o1 | -9
Cc1ccc(C(=O)N2CCN(C3CCCCC3)CC2)s1 | 9
O=C(CN1C(=O)C2CCCCN2C(=O)c2ccccc21)N1CCCc2ccccc21 (configuration not stated) | -5
c1ccc(N=P(N2CCOCC2)(N2CCOCC2)N2CCOCC2)cc1 | -14
CCOC(=O)c1c(NC(=O)Cn2cnc([N+](=O)[O-])n2)sc2c1CCC(C)C2 (configuration not stated) | -5
C#CCn1cnc2c(cnn2-c2ccc(C)c(C)c2)c1=O | -8
Nc1nc(-c2ccc3c(c2)OCCO3)cs1 | 13
Cn1nnnc1SCC(=O)Nc1ccc(Oc2ccccc2)cc1 | 7
COCc1cc(C)nc(N2CCCCC2)c1C#N | -14
CCCCOC(=O)c1ccc(NC(=O)C(CCS(C)(=O)=O)NC(C)=O)cc1 (configuration not stated) | 0
CCN(CC)S(=O)(=O)c1cccc(-c2nnc(C(=O)c3ccc(C(F)(F)F)cc3)o2)c1 | -2
O=C(Nc1nccs1)C12CC3CC(C1)CC(C(=O)Nc1nccs1)(C3)C2 | -2
CC(C)n1c(=S)[nH]c2ccccc2c1=O | 6
Clc1ccc(CN2CCCCCCC2)cc1Cl | -3
C=CCn1c(SCC(=O)c2cc(C)n(CC3CCCO3)c2C)nnc1-c1ccccc1 (configuration not stated) | 16
O=c1[nH]c(-c2cccs2)nc2ccccc12 | 2
O=C(NCc1ccccc1)N[C@@H](Cc1c[nH]c2ccccc12)C(=O)O | -5

Entries shown so far containing a CF3 group (6):
SMILES | RAD54 inh
CN(C)S(=O)(=O)Oc1ccccc1C(=O)Nc1cccc(C(F)(F)F)c1 | -9
CCOC(=O)C1=NN(C(=O)Nc2ccc(OC)cc2)C2C(=O)N(c3cccc(C(F)(F)F)c3)C(=O)C12 (configuration not stated) | 3
CCCC(=O)NC(Nc1ccc(S(=O)(=O)Nc2cc(C)on2)cc1)(C(F)(F)F)C(F)(F)F | -4
Cc1cc(C(=O)COC(=O)Cn2c(C(F)(F)F)nc3ccccc32)c(C)n1Cc1ccco1 | -2
CC1(C)CC(=O)C2=C(C1)N(Cc1ccco1)C(=O)C2(NC(=O)C1CCCCC1)C(F)(F)F (configuration not stated) | 2
CCN(CC)S(=O)(=O)c1cccc(-c2nnc(C(=O)c3ccc(C(F)(F)F)cc3)o2)c1 | -2

(more compounds)
SMILES | RAD54 inh
O=C1C2C3C=CC(C3)C2C(=O)N1c1ccc2c(c1)OCO2 (configuration not stated) | 5
Cc1nc2ccccc2n1CC(O)Cn1c(C(F)(F)F)nc2ccccc21 (configuration not stated) | -5
CCNc1nc(NC(C)C)nc(Oc2ccc(/C=N/O)cc2)n1 | 3
CCCC(CCC(=O)Nc1ccc(C(=O)OC)cc1)C(=O)O (configuration not stated) | 1
O=C(CSc1nnc(-c2cccs2)n1-c1ccccc1)NCc1ccco1 | 3
Clc1ccc(Sc2cc(Cl)c(-c3ccccc3)nn2)cc1 | -1
COC(=O)c1ccccc1NC(=O)NCC1CCCO1 (configuration not stated) | -4
COc1cc(-n2ccnc2SC)c(Cl)cc1Cl | 3
Cc1cc(NCCCN2CCOCC2)n2nc(C)c(-c3ccccc3)c2n1 | 2
COc1ccc(C(=O)N2CCC(O)(c3ccc(F)cc3)CC2)cc1OC | 0
CCC(=O)n1nc(-c2ccco2)nc1N | 3
O=C(Nc1cccc(F)c1)C1CC(=O)N(c2ccc(Br)cc2)C1 (configuration not stated) | -2
Cc1ccccc1S(=O)(=O)c1c(C)cc(-c2ccccc2)[nH]c1=O | -12
COC(=O)c1ccc(Sc2ccccc2NS(=O)(=O)c2ccc(C)cc2)nc1 | -1
O=S(=O)(NCCSCc1ccc(Cl)cc1Cl)c1ccc2c(c1)OCCO2 | 18
Cn1c2ccccc2c2c(C(=O)N3CCN(c4ccccc4)CC3)cn(C3CCCC3)c(=O)c21 | 4
CCO/C=C/C(O)(CNC(=O)COc1ccccc1F)C(F)(F)F (configuration not stated) | -5
Cc1ccc(S(=O)(=O)NCCSC(C)(C)C)cc1 | -5
CCCCCN1CC(O)=C(c2ccccc2)C1=N | 9
CC(C)n1cc(NC(=O)c2cc(-c3ccccc3)on2)cn1 | 3
O=C(c1n[nH]c(=O)c2ccccc12)N1CCN(c2ccccc2)CC1 | 0
CCOCCCNS(=O)(=O)c1ccc2c(c1)CCN2C(C)=O | -6
Nc1nonc1-c1nc2ccccc2n1CC(=O)O | -8
CCN1C(=NCC2CC2)N[C@@H](c2cccc(C(F)(F)F)c2)C(C(=O)OC)=C1C | 11

An excerpt; the hit share may differ from the screen's.
